hIAP activ = increases human intestinal alkaline phosphatase activity | P09923 | AID 2524 | activation factor at 10 µM | 330,000 compounds, 0.16% hits | purified human IAP, CDP-Star luminescence, 30 min; active compounds read high; 1 = vehicle-only enzyme, 0 = enzyme-free background;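 active = activation factor of the enzyme at least 2-fold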; also: the source names both 10 and 20 µM as test concentration; values of inactives mirror those of a sister screen read the other way
Target sequence (P09923 whole entry, looked up): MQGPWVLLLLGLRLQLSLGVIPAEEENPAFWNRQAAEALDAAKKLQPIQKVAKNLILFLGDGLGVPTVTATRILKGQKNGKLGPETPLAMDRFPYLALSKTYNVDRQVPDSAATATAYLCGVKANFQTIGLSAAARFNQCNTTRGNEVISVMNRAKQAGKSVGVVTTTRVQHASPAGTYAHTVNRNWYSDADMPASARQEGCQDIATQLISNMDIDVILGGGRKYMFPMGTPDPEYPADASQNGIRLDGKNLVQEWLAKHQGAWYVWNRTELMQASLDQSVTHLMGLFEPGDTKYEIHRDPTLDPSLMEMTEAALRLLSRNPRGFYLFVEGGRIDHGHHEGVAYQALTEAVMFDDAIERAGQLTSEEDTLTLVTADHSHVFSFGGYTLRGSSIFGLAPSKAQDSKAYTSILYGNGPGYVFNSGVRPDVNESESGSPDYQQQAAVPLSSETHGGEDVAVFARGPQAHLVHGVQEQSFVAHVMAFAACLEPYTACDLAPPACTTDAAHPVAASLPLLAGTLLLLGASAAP
MIN6 prolif = induces beta-cell replication in MIN6 cells; AID 2380; MIN6 cells proliferation, ATPlite luminescence, 48 h; cells starved in 0.2% serum; 100% = growth in 10% serum; proliferation, % at 10 µM; 330,000 compounds, 0.29% hits;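 active = compounds whose signal lies at least 3.5 SD above the mean of all wells on their plate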;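 also: 0% = DMSO-treated cells in low-serum medium and 100% = 10% serum control; some compounds called inactive have numbers as strong as hits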
ATG4B inhibitor = inhibitors of human ATG4B cysteine protease; Q9Y4P1; 340,000 compounds, 0.51% hits; inhibition, % at 8.33 µM; ATG4B cleavage of LC3-PLA2, NBD-HPC fluorescence, 1 h; in the data active = inhibition above about 40%
Target sequence (Q9Y4P1 whole entry, looked up): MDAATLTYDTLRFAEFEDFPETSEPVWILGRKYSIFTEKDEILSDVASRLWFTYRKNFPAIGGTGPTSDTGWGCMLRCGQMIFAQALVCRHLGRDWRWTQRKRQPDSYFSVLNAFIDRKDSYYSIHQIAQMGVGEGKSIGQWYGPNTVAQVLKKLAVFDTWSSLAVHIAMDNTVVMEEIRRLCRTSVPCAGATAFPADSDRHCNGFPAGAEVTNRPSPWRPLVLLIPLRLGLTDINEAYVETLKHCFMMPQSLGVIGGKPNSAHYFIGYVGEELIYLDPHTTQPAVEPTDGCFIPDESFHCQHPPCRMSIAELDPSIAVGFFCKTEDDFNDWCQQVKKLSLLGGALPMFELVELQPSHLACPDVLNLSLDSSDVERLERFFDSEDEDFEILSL
hIAP block = blocks human intestinal alkaline phosphatase; purified IAP, CDP-Star luminescence, 30 min; 330,000 compounds, 0.12% hits; inhibition, % at 10 µM; P09923;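 active = inhibition reaching a set limit with compound at 10 µM in the primary screen, cut at about 35% in these data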;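 also: plate controls were DMSO wells with enzyme for no effect and no-enzyme buffer wells for full effect; values of inactives mirror those of a sister screen read the other way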
APOBEC3A inh = inhibitors of human APOBEC3A DNA deaminase. P31941. recombinant A3A, FAM/TAMRA ssDNA deamination fluorescence. inhibition, % at 20 µM. 330,000 compounds, 0.41% hits. AID 493011;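 active = at least 40% inhibition at 20 µM here, with at most 30% in a related deaminase screen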;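 also: plate controls were A3A with DMSO for no effect and wells lacking A3A enzyme for full effect; some results filed as inactive read as strong as hits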
mIAP inh = mouse IAP inhibition. purified mouse IAP, CDP-Star luminescence, 30 min. inhibition, % at 10 µM. 330,000 compounds, 0.2% hits. AID 2806;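 active = inhibition of at least 40% at 10 µM in the primary screen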;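 also: plate controls were DMSO with enzyme for no effect and no enzyme wells for full effect; values of inactives mirror those of a sister screen read the other way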
mIAP activ = increases mouse intestinal alkaline phosphatase activity; activation factor at 10 µM; muIAP, CDP-Star luminescence, 30 min; active compounds read high; 1 = vehicle-only enzyme signal, 0 = enzyme-free wells; 330,000 compounds, 0.24% hits; AID 2805;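 active = activation factor of at least 2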; also: the source names both 10 and 20 µM as test concentration; values of inactives mirror those of a sister screen read the other way
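Assay system: mouse IAP enzyme; Reagent: CDP-Star chemiluminescent phosphatase substrate; Compound: DMSO-dissolved test compounds; Incubation: 30 min, room temperature; Technique: luminescence from enzymatic CDP-Star hydrolysis; Controls: DMSO-only wells and no-enzyme negative control.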
APOBEC3G inh = APOBEC3G (human) deaminase inhibition; recombinant A3G, ssDNA deamination FAM/TAMRA fluorescence; Q9HC16; AID 493012; 330,000 compounds, 0.28% hits; inhibition, % at 20 µM;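 active = inhibition of at least 40% at 20 µM, with no more than 30% in the related APOBEC3A deaminase screen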;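 also: plate controls were DMSO wells with A3G for no effect and wells lacking A3G enzyme for full effect; some compounds called inactive have numbers as strong as hits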
MPTP block = inhibitors of mitochondrial permeability transition pore | 360,000 compounds, 1.4% hits | isolated mouse mitochondria, Ca2+ swelling absorbance, 30 min | AID 602449 | inhibition, % at 10 µM;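 active = inhibition of 50% or more, scaled per plate between neutral and stimulator controls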;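 also: 0% = DMSO wells given calcium and 100% = 1 mM EGTA wells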
* hit, by the source's call; . = not tested or not shown.

molecule	hIAP activ	MIN6 prolif	ATG4B inhibitor	hIAP block	APOBEC3A inh	mIAP inh	mIAP activ	APOBEC3G inh	MPTP block
Cc1ccc(S(=O)(=O)NCC(C)NS(=O)(=O)c2ccc(C)cc2)cc1 (stereo not drawn)	0.81	-1	-18	19	-3	3	0.97	-2	1.0
COC(=O)c1ccc(OCC2c3cc(OC)c(OC)cc3CCN2C(=O)C2CC2)cc1 (stereo not drawn)	1.1	2	-3	-5	-2	4	0.96	-5	-1.4
N#CC1=C2C=CC=CN2CC1=O	1	-2	-6	0	-3	0	1	-8	6.2
O=C(Nc1ccccc1Oc1ccccc1)c1ccccc1F	1	-4	22	-1	1	4	0.96	-6	9.2
Cc1cccc2c1N(CC(=O)OC(C)C)C(=O)C2=O	1.1	-4	-4	-8	1	0	1	0	0.8
COCCn1c(SCc2ccc(C(=O)OC)o2)nc2ccccc2c1=O	1.1	1	1	-7	1	-5	1	-7	2.8
CC(Cn1cnc2ccccc21)C(=O)O (stereo not drawn)	1.2	-1	1	-17	-2	1	0.99	-6	-1.3
CCOc1ccc(CN(C)C(=O)CNC(=O)Cc2cccc3ccccc23)cc1	1.1	-2	-4	-7	-2	4	0.96	-12	1.0
CCOc1ccccc1N1CCN(S(=O)(=O)c2ccc(F)c(F)c2)CC1	0.99	-3	0	1	-3	-2	1	-2	0.8
O=C(C1=C(O)C(=O)N(CCN2CCOCC2)C1c1ccco1)c1cc2ccccc2o1 (stereo not drawn)	0.72	-4	-14	28	-2	9	0.91	-6	-1.2
Cc1ccccc1-n1nc2c(c1NC(=O)c1cc3ccccc3oc1=O)CS(=O)(=O)C2	1	-2	-6	-2	-1	1	0.99	-5	.
O=C(CCN1C(=O)/C(=C/c2cccs2)SC1=S)Nc1cccc(O)c1	1.1	-4	-10	-8	-3	18	0.81	-10	-1.0
CCn1c(O)c(N=NC(=O)CNc2ccc(C)cc2)c2ccccc21	0.94	3	-6	6	-4	21	0.79	-9	2.3
Cc1cccc(OCC(=O)Nc2cc(Cl)ccc2-n2cncn2)c1C	1.1	5	3	-6	3	3	0.97	-7	0.0
O=C(COc1ccccc1Br)NC1CCCC1	1.1	0	8	-9	-3	-11	1.1	-4	-0.2
O=[N+]([O-])c1cccc(-n2nnnc2CN2CCCC2)c1	1.1	-2	5	-8	6	2	0.98	-2	1.1
COc1cccc2cc(C(=O)NC(C)c3ccccc3)c(=O)oc12 (stereo not drawn)	1	-1	-1	-3	4	8	0.92	-3	0.7
CC(=O)Nc1ccc(N(C(=O)Cc2cccs2)C(C(=O)NC2CCCC2)c2ccncc2)cc1 (stereo not drawn)	0.98	0	0	2	2	-5	1.1	-5	0.2
O=C(CSc1nncn1-c1ccccn1)Nc1cccc(Cl)c1	1	-2	6	-4	-1	-8	1.1	-6	0.6
CC(NCC1COc2ccccc2O1)C(=O)NCc1ccccc1 (stereo not drawn)	0.9	-1	9	10	-4	0	1	-9	0.6
Cc1cccc2nc(-c3ccco3)c(Nc3ccc4c(c3)OCCO4)n12	1	-2	-6	-3	-11	4	0.96	-10	3.0
COC(=O)c1ccc(CNC(=O)C2CCC(=O)N(Cc3ccccn3)C2)cc1 (stereo not drawn)	0.97	1	-1	3	-2	-6	1.1	-4	0.3
COc1ccc(OCC(O)CN2CCCC2)cc1 (stereo not drawn)	0.98	1	2	2	2	-6	1.1	-2	-1.4
CCCCN(CC)C(=O)CSc1cc(=O)n(C)c2ccccc12	0.88	-1	-11	12	-2	3	0.97	-3	1.0
CCOc1cc(/C=C(\CC(=O)O)c2nc3ccccc3s2)ccc1OC	1.1	-4	-3	-12	-1	-10	1.1	-3	-0.1
COc1ccc(N(C)C(=O)CCS(=O)(=O)c2cccc3nonc23)c(OC)c1	1.1	0	-10	-7	-4	6	0.94	-6	0.2
Cc1ccc(/C=C/C(=O)Nc2cccc3ncccc23)o1	1.1	-2	-4	-14	-5	-1	1	-3	2.2
CC1(C)CC2(CC(C)(C(=O)CSc3nc4ccccc4s3)OC2=O)C(=O)O1 (stereo not drawn)	0.94	-3	1	6	1	2	0.98	-6	-1.3
Cn1c(CNC(=O)c2ccco2)nnc1SCCOc1ccccc1	1.1	-1	-7	-7	3	3	0.97	1	-1.1
Cc1ccc(SCC(=O)NN2C(=O)c3ccccc3C2=O)cc1	1	1	-5	0	-3	15	0.85	-6	-1.6
COC(=O)C1=C(CCc2ccccc2)NC(=O)NC1c1ccc(C#N)cc1 (stereo not drawn)	0.93	-1	-6	7	2	1	0.99	3	-1.5
Cc1nn(C)cc1CN(C)Cc1ccc(OCC(O)CN2CCCCC2)cc1 (stereo not drawn)	1.1	4	0	-8	2	-2	1	-2	1.6
CN(/C=C/C(=O)C(F)(F)C(F)(F)F)Cc1ccccc1	0.97	-4	-7	3	1	1	0.99	1	-0.2
Cc1ccc(Cn2cccc(-c3nc4ccccc4s3)c2=O)cc1	0.88	-2	-3	12	-4	-11	1.1	-14	3.2
Cc1noc(C)c1C(=O)Nc1ccccc1N1CCOCC1	0.93	1	-36	7	-1	2	0.98	-4	-1.5
CCOC(=O)c1cc2occc2n1Cc1c(F)cccc1Cl	1	-1	0	-3	-2	3	0.97	-3	1.8
O=C(CSc1ccc2c(c1)OCCO2)Nc1ccc(Br)cn1	0.97	-2	1	2	-5	10	0.9	-9	1.8
O=C(CSC1=NCCS1)N1CCc2ccccc21	1	1	-4	-2	52	2	0.98	31	1.4
Cc1cc2c3c([nH]c2cc1S(=O)(=O)NCCCOC(C)C)CC(C)(C)CC3=O	1.2	-1	-7	-16	-5	-3	1	-10	-1.2
CC1Sc2ccc(S(=O)(=O)CCC(=O)NCc3ccc(Cl)cc3)cc2NC1=O (stereo not drawn)	1.1	3	-5	-12	1	-6	1.1	-4	-1.4
Nc1nnc(SCC(=O)NCc2ccc3c(c2)OCO3)s1	0.83	-2	4	17	-2	5	0.95	-6	-1.1
CCOC(=O)CSc1nnc(-c2ccco2)n1-c1ccc(C)cc1	0.91	2	-9	9	-1	-2	1	-3	-0.4
CCS(=O)(=O)N1CCCC(C(=O)NCCN2CCC(Cc3ccccc3)CC2)C1 (stereo not drawn)	0.98	0	-1	2	-2	1	0.99	1	12
O=C(Cc1ccc(Br)cc1)NCCc1ccccc1	0.93	-1	4	7	-2	-10	1.1	-5	2.1
Cc1ccc(S(=O)(=O)N2CC=C(c3ccc(F)cc3)CC2)cc1	0.93	0	-5	7	0	0	1	-2	-0.6
CSc1nnc(-c2ccccc2Cl)n1N	1.1	-3	3	-9	-5	-1	1	-4	1.4
Cc1ccc(/C=C/C(=O)NCc2ccccn2)o1	0.91	0	-13	9	37	37	0.63	20	0.4
CCOC(=O)c1sc(NC(=O)CSc2n[nH]c(-c3ccc(Cl)cc3Cl)n2)c(C#N)c1C	0.31	-6	-7	69*	-2	32	0.68	-4	83*
COc1cc2[nH]c(=S)nc(NCC3CCCO3)c2cc1OC (stereo not drawn)	1.2	0	-14	-22	2	2	0.98	-3	0.1
O=C(CC1Nc2ccccc2NC1=O)NCc1cccnc1 (stereo not drawn)	1	-1	6	-1	-18	12	0.88	-1	1.1
Cc1cc(C)c2nc(-c3cccnc3)cc(C(=O)Nc3ccc(S(=O)(=O)Nc4onc(C)c4C)cc3)c2c1	0.93	1	-2	7	-1	6	0.94	-3	0.5
O=C(CN1CCOCC1)Nc1ccc(NC(=O)CN2CCOCC2)c(Cl)c1	1	-1	6	0	-3	6	0.94	-3	-1.5
CC(C)c1ccc(NC2CCCN(C(=O)c3cnsn3)C2)cc1 (stereo not drawn)	1.1	-4	25	-9	-5	1	0.99	-8	0.5
CCCN1CCN(C(=O)Cn2nc(CC)n3c(cc4sccc43)c2=O)CC1	0.9	-1	7	10	-1	13	0.87	-2	-2.5
COc1ccc(/C=N/NC(=O)c2cc3c(ccc4ccccc43)o2)cc1OC	0.91	2	-13	9	0	3	0.97	-6	-0.7
Cc1ccc(NC(=O)COC(=O)C2=COCCO2)cc1	0.92	-1	-6	8	-5	-2	1	-6	0.3
COc1cccc(C2=NOC(C(=O)N3CCN(C(=O)c4ccco4)CC3)C2)c1 (stereo not drawn)	0.9	-3	6	10	-4	9	0.91	-7	-0.9
O=C(Nc1ccc(C(=O)O)cc1)/C(=C/c1ccc2c(c1)OCO2)NC(=O)c1cccc(Br)c1	0.98	-3	-2	2	-3	9	0.91	-4	1.2
O=C(Cc1ccc(Cl)cc1)N1CCc2ccccc2C1	1.1	6	-1	-14	-5	0	1	-4	3.6
C(=C\CSc1ncn[nH]1)/CSc1ncn[nH]1	0.92	4	0	8	1	7	0.93	1	-0.5

Following part
molecule	hIAP activ	MIN6 prolif	ATG4B inhibitor	hIAP block	APOBEC3A inh	mIAP inh	mIAP activ	APOBEC3G inh	MPTP block
CC(=O)N1CCc2cc(Br)cc(S(=O)(=O)N3CCc4ccccc43)c21	1	-1	-15	-4	-3	0	1	-11	-0.5
COc1cc(C(=O)Nc2ccc3c(c2)nc(C)n3C)cc(OC)c1OC	1.2	-3	6	-20	-8	-5	1.1	-4	0.7
Cc1cc(S(=O)(=O)Nc2nc(CN3CCOCC3)nc3sc4c(c23)CCC4)ccc1F	1.1	-5	-2	-7	-2	4	0.96	-3	0.1
Cc1ccc(/C(=C\CN2CCCC2)c2ccccn2)cc1	0.94	6	4	6	-2	8	0.92	-6	-3.8

Compound activity (PubChem BioAssay)
